Compound activity as filed in PubChem.
RmlCD inh 1536 = inhibitors of Mycobacterium tuberculosis RmlC and RmlD coupled enzymes | P9WH09+P9WH11 | AID 1533 | 160,000 tested, 0.03% active | RmlC+RmlD coupled enzyme assay, percent inhibition; primary screen in compound mixtures | inhibition, % at 3.6 µM; in the data active means inhibition mostly above about 34%, no sharp cut-off; further: some results filed as inactive read as strong as hits
Target sequence (P9WH09 whole entry, looked up): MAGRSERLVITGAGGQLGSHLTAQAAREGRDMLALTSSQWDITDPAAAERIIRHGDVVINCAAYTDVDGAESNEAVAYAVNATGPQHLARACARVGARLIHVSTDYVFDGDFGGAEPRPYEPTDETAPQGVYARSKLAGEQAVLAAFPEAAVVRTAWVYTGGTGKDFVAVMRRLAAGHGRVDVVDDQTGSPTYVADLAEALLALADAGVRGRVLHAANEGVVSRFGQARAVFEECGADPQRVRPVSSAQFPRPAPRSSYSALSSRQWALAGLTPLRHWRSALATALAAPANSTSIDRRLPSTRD
Target sequence (P9WH11 whole entry, looked up): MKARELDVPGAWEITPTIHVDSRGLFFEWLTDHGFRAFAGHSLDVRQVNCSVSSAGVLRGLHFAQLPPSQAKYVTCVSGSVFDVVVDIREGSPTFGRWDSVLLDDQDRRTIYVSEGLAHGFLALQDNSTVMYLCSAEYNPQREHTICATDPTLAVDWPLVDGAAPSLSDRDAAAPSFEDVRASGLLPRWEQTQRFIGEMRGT
M. tuberculosis GlmU = inhibition of mycobacterial GlmU enzyme – biochemical, glucosamine-1-phosphate acetyltransferase (AID 1376). M. tuberculosis GlmU acetyltransferase enzyme assay; higher % means a stronger effect. inhibition, %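 (tested at 30 µM in the primary screen)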; hits with a dose series show IC50 in µM. 220,000 tested, 0.25% active; in the data active means inhibition above about 13%;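 further: 0% = complete reaction with vehicle and 100% = reaction without substrate; strong numbers were not always called active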
An asterisk follows results filed as active; nt = no result given. Only part of the results is shown; rates above refer to the full screens.

smiles | RmlCD inh 1536 | M. tuberculosis GlmU
Cn1c(NCc2ccccc2)nc2c1c(=O)n(Cc1ccccc1)c(=O)n2C | -11 | -0.6%
O=C(O)c1ccc(N2C(=O)c3[nH]nc(-c4ccccc4)c3C2c2ccccc2)cc1 (stereo unspecified) | 5 | 0.9%
O=C(/C=C/c1cn(-c2ccccc2)nc1-c1cccnc1)NCCN1CCOCC1 | 7 | 5.0%
COc1ccc(Cc2nnc(-c3ccc(F)cc3)o2)cc1OC | 9 | 3.1%
O=C(Nc1cccc(C(F)(F)F)c1)NC1CCN(S(=O)(=O)c2ccc(F)cc2)CC1 | 0 | 1.7%
Cn1c(=O)c2c(SCC(=O)N3CCCc4ccccc43)nc(CC(C)(C)C)nc2n(C)c1=O | nt | 3.6%
N/C(=N\OC(=O)Cc1ccccc1)c1ccccn1 | 5 | 2.1%
N#C/C(=C\c1ccc(Cl)s1)C(=O)N1CCN(c2ccccc2)CC1 | -4 | 3.9%
CCOc1cc(N2CCOCC2)c(OCC)cc1NC(=O)c1ccc(OC(C)C)cc1 | nt | -0.9%
C/C(N)=C(/C#N)C(=O)COC(=O)C(c1ccccc1)c1ccccc1 | -2 | -5.1%
O=C(Nc1nnc(-c2ccccc2)s1)c1cccc(S(=O)(=O)N2CCOCC2)c1 | nt | -3.7%
COC(=O)c1ccc(NC(=O)COc2ccccc2OC)cc1 | nt | 6.5%
COC(=O)c1ccc(CSc2nc3ccccc3s2)o1 | 3 | 10%
O=C(Nc1nn[nH]n1)c1ccc(S(=O)(=O)N2CCCCC2)cc1 | -12 | -1.9%
Cc1cccn2c(=O)c3cc(C(=O)NCc4ccco4)c(=N)n(C(C)C)c3nc12 | -3 | 9.4%
CCC(C)NC(=O)NC1C(NC(=O)NC(C)CC)N(C)C(=O)N1C (stereo unspecified) | -6 | 0.9%
NC(=O)c1cccc(CC(=O)c2ccccc2)c1 | -11 | 10.0%
O=C(CN1CCC(c2nc3ccccc3s2)CC1)NCc1cccs1 | 10 | -6.0%
Cc1[nH]c2ccccc2c1C(=O)CSc1ccccc1 | -9 | 0.3%
Cc1cc(C)nc(SCc2ccc(F)cc2)n1 | 8 | 1.9%
CC1=NN(C(=O)CCCc2ccccc2)C(O)(C(F)(F)F)C1 (stereo unspecified) | 5 | -7.0%
CCOc1ccccc1C(=O)n1nc(C)cc1C | -10 | -1.4%
CC(CCc1ccccc1)NC(=O)c1ccncc1 (stereo unspecified) | nt | 0.2%
CC1(C)CC(=O)C(C(C#Cc2ccccc2)C2=C(O)CC(C)(C)CC2=O)=C(O)C1 | nt | 2.0%
Cn1cc(C(=O)c2ccc(Cl)cc2Cl)cc1C=O | 7 | -6.5%

Compounds from the list above containing four or more nitrogen atoms (7):
smiles | RmlCD inh 1536 | M. tuberculosis GlmU
Cn1c(NCc2ccccc2)nc2c1c(=O)n(Cc1ccccc1)c(=O)n2C | -11 | -0.6%
O=C(/C=C/c1cn(-c2ccccc2)nc1-c1cccnc1)NCCN1CCOCC1 | 7 | 5.0%
Cn1c(=O)c2c(SCC(=O)N3CCCc4ccccc43)nc(CC(C)(C)C)nc2n(C)c1=O | nt | 3.6%
O=C(Nc1nnc(-c2ccccc2)s1)c1cccc(S(=O)(=O)N2CCOCC2)c1 | nt | -3.7%
O=C(Nc1nn[nH]n1)c1ccc(S(=O)(=O)N2CCCCC2)cc1 | -12 | -1.9%
Cc1cccn2c(=O)c3cc(C(=O)NCc4ccco4)c(=N)n(C(C)C)c3nc12 | -3 | 9.4%
CCC(C)NC(=O)NC1C(NC(=O)NC(C)CC)N(C)C(=O)N1C (stereo unspecified) | -6 | 0.9%

In the list so far, 2 have a cyano group:
smiles | RmlCD inh 1536 | M. tuberculosis GlmU
N#C/C(=C\c1ccc(Cl)s1)C(=O)N1CCN(c2ccccc2)CC1 | -4 | 3.9%
C/C(N)=C(/C#N)C(=O)COC(=O)C(c1ccccc1)c1ccccc1 | -2 | -5.1%

(continued)
smiles | RmlCD inh 1536 | M. tuberculosis GlmU
CCN1CCN(Cc2ccc(NC(=O)c3ccc(C)c(NC(=O)c4csc(-c5ccncc5)n4)c3)cc2C(F)(F)F)CC1 | nt | -11%
O=C(CN(C(=O)c1csnn1)c1ccc(F)cc1)NCc1ccc(F)cc1 | -7 | 2.4%
O=C(O)CCC(=O)NNc1nc2ccccc2nc1-c1ccccc1 | -1 | 0.4%
CCOCCCNC(=O)N1CCOCC1 | 12 | 5.5%
COc1ccccc1-n1c(SCC(=O)Nc2cccc(S(N)(=O)=O)c2)nc2ccccc2c1=O | -7 | 1.9%
COc1cccc2c(O)cc(=O)n(C)c12 | 3 | 0.7%
COc1ccc(C)cc1NC1=NCCCS1 | -8 | 1.6%
COc1ccc(NC(=O)CCN2C(=O)C3C4C=CC(C4)C3C2=O)cc1 (stereo unspecified) | 9 | 3.0%
Cc1sc(NC(=O)CCCC(=O)O)c(C(N)=O)c1-c1ccccc1 | nt | -3.6%
O=C(CNS(=O)(=O)c1cccc2nsnc12)NCc1ccc(Cl)cc1 | 9 | 4.2%
O=S(=O)(NC1CCCC1)c1ccc(S(=O)(=O)N(Cc2cccs2)CC2CCCO2)cc1 (stereo unspecified) | 11 | -3.0%
Brc1cc2c(cc1/C=N/Nc1nc(N3CCCC3)nc(N3CCOCC3)n1)OCO2 | -3 | 1.8%
Cc1cccc(Nc2c([N+](=O)[O-])c(=O)oc3ccccc23)c1 | 6 | -4.3%
CC(C)NC(=O)Cn1cc(C(=O)COc2ccccc2)c2ccccc21 | 9 | 1.3%
CCOC(=O)N1CCN(C(=O)CN(c2cc(Cl)ccc2OC)S(=O)(=O)c2ccccc2)CC1 | -8 | 2.4%
COC(=O)c1cc(NC(=O)N2c3ccccc3Sc3ccccc32)cc(C(=O)OC)c1 | nt | -2.3%
COc1ccc(-n2c(C)cc(C(=O)CN3C(=O)NC4(CCCc5sccc54)C3=O)c2C)cc1 (stereo unspecified) | -4 | 3.7%
COc1ccccc1N(CC(O)COc1ccccc1C)S(=O)(=O)c1ccccc1 (stereo unspecified) | -12 | -0.7%
CCN(CC)C(=O)CCCOc1ccc(Cl)cc1Cl | nt | 0.1%
NC(=O)c1ncc(C(F)(F)F)cc1Cl | 5 | 3.2%
O=P(O)(COc1ccccc1)COc1ccccc1 | 1 | 0.2%
CC(C)(Oc1ccc(Cl)cc1)C(=O)NCCN1C(=O)S/C(=C/c2cccnc2)C1=O | 7 | -2.3%
Cc1ccc(S(=O)(=O)N(CC(=O)N2CCCCCC2)c2ccccc2)cc1 | -4 | -0.8%
CC1CC(C)CN(C(=O)c2cccc(S(=O)(=O)Nc3cc(C(F)(F)F)ccc3Cl)c2)C1 (stereo unspecified) | -3 | -2.1%
Cc1cc2ccccc2c(=O)n1CC(=O)N1CCN(c2cccc(Cl)c2)CC1 | 7 | -2.0%
O=C(NC(=S)NCC1CCCO1)c1ccccc1 (stereo unspecified) | -1 | 2.5%
C=CCn1c(NC(C)c2cc(Cl)ccc2O)nc2ccccc21 (stereo unspecified) | 10 | nt
CCOC(=O)c1ccccc1NS(=O)(=O)c1ccccc1F | nt | 2.4%
CCn1c(SCC(=O)Nc2nc(C)c(C)s2)nnc1-c1ccco1 | 4 | 0.1%
CC(=O)C1=C(O)C(=O)N(c2ccc(O)cc2)C1c1ccc([N+](=O)[O-])cc1 (stereo unspecified) | 3 | -4.2%
COc1ccc(N(C(=O)c2ccncc2)S(=O)(=O)c2cccs2)cc1 | 10 | -3.9%
N#Cc1ccccc1OCCN1C(=O)c2ccccc2C1=O | -6 | -5.0%
CCOC(=O)c1cccc(N2C(=O)c3ccccc3S2(=O)=O)c1 | 4 | nt
CCc1ccc(CNC(=O)C2CCCN(c3nc4ccccc4o3)C2)cc1 (stereo unspecified) | 5 | 2.4%
O=C(Nc1ccc2nc3ccccc3nc2c1)c1ccccc1 | -68 | 3.9%
CC1(C)Cc2c(sc3c2c(N)nc(=S)n3Cc2ccc(Br)cc2)CO1 | 6 | 5.8%
COc1ccc(NS(=O)(=O)c2ccc(NC(=S)NC(=O)C(C)C)cc2)cc1 | 11 | -2.4%
O=C(c1cc2nc(-c3ccco3)cc(C(F)(F)F)n2n1)N1CCN(c2ccc(F)cc2)CC1 | nt | -4.9%
C/C(CC(=O)Nc1ccc(C)c(Cl)c1)=N\NC(=O)Cc1ccccc1 | 1 | 4.7%
O=C(Nc1ccccc1C(=O)N1CCNCC1)c1ccco1 | nt | -0.7%
CCc1ccc(NC(=S)N2CCCC(C(F)(F)F)C2)cc1 (stereo unspecified) | -1 | 10%
C(#CC1CCCC1)c1ccc2c(c1)COc1c3ccccc3nn1-2 | nt | 4.4%
CCCCn1c(SCC(N)=O)nnc1-c1cc(OC)c(OC)c(OC)c1 | nt | -11%
CCOc1ccc2ccccc2c1/C=N/NC(=O)CNC(=O)C(c1ccccc1)c1ccccc1 | -4 | 3.3%
O=C(c1cc(COc2ccc(F)cc2Cl)on1)N1CCCC(c2ccccc2)C1 (stereo unspecified) | 10 | 5.7%
CCCOP(=O)(OCCC)c1nc(-c2ccccc2)oc1NCc1ccccc1 | 3 | 7.8%
CC(=O)NC(=C(Cl)Cl)S(=O)(=O)c1ccccc1 | -4 | -4.3%
O=C(NN=C1C2CC3CC1CC(Cl)(C3)C2)c1ccccn1 | -4 | -4.8%
COc1ccccc1N1CCN(C(=O)CN(c2ccccc2OC)S(=O)(=O)c2ccccc2)CC1 | -2 | -0.1%
COC(=O)c1ccccc1NC(=O)/C=C/c1ccco1 | -20 | -3.3%

The listing continues:
mol,RmlCD inh 1536,M. tuberculosis GlmU
COc1ccc(C)cc1NC(=O)c1cnc2scc(C)n2c1=O,1,-5.1%
CCCCCn1c(CCCNC(=O)CC)nc2ccccc21,-9,1.1%
CSCCC(NC(=O)c1cccc(S(=O)(=O)N2CCOCC2)c1)C(=O)Nc1cccc(C)c1 (stereo unspecified),7,1.9%
CCC/C=N/NC(=O)CNC(=O)c1ccccc1Cl,11,-5.6%
CC(C)c1ccc(OCC(=O)NC(=S)Nc2ccc3c4c(cccc24)CC3)cc1,nt,-0.1%
CCN1CCCC1CN(Cc1cc2c(C)cc(C)cc2[nH]c1=O)C(=O)NC1CCCCC1 (stereo unspecified),0,-8.8%
Nc1nnc(-c2cccc([N+](=O)[O-])c2)o1,12,nt
CN1CCN(c2ccc([N+](=O)[O-])c(-n3nc(-c4ccccc4)c4ccccc4c3=O)c2)CC1,15,9.5%
Cc1cc(CSc2ccccc2)ccc1NC(=O)c1ccc(Cl)c([N+](=O)[O-])c1,nt,1.5%
CCOC(=O)c1ccc(NC(=O)CCc2nc(-c3ccc(Cl)cc3)no2)cc1,0,2.3%
Cc1ccc(NC(=O)CCn2c(=O)[nH]c3ccsc3c2=O)cc1,2,-1.9%
O=c1[nH]c(N/N=C/c2cc3c(cc2[N+](=O)[O-])OCO3)nc2ccccc12,13,-1.3%
CC(NC(=O)c1ccc(Cl)cc1)c1nnc(SCc2ccc([N+](=O)[O-])cc2)n1C (stereo unspecified),-8,nt
COc1cc(CNCCc2ccc(S(N)(=O)=O)cc2)ccc1OCc1ccc(Cl)cc1,11,-8.8%
CCN(CC)C(=O)CSc1nc2ccccc2c(=O)n1CC,nt,-0.4%
Cc1cc(C)n(C(=O)CCCCCC(=O)n2nc(C)cc2C)n1,5,8.6%
Fc1cccc(CN2CCN(Cc3nc(-c4cnccn4)no3)CC2)c1,0,-1.9%
Cc1ccc(S(=O)(=O)N/N=C\C=C\c2ccccc2)cc1,nt,-3.9%
CCc1ccc(OCC(=O)N2CCN(Cc3ccc4c(c3)OCO4)CC2)cc1,9,0.4%
CCN(CC)C(=O)C1CCCN(c2ccc([N+](=O)[O-])cc2/C=N/NC(=O)c2ccccc2)C1 (stereo unspecified),-6,-7.0%
Cn1c(NNC(=O)c2ccccc2F)cc(=O)n(C)c1=O,9,0.4%
CC(C)(C)N(NC(=O)OCc1ccccc1)C(=O)c1ccccc1Cl,nt,0.1%
COCCN1C(=O)c2ccccc2C(C(=O)NCCN(C)C)C1c1ccc(F)cc1 (stereo unspecified),3,4.8%
CCOC(=O)c1[nH]ncc1CN1CCCC(C(=O)c2cc(Cl)ccc2OC)C1 (stereo unspecified),-10,5.1%
Cc1ccc(C2(c3noc(CN4CCOCC4)n3)CCCC2)cc1,-6,2.6%
COC(=O)CSC1=NP(=S)(SCC(=O)OC)N2CCCC2=C1C#N (stereo unspecified),9,-3.1%
CCOC(=O)C1=C(O)C(=O)N(c2ccc(S(N)(=O)=O)cc2)C1c1ccccc1 (stereo unspecified),-11,0.9%
CSC1=C(C#N)C(CC(C)C)C2=C(CCCC2=O)N1 (stereo unspecified),14,-1.1%
COc1ccc(CCNC(=O)CSc2ncnc3c2oc2ccccc23)cc1OC,0,-0.5%
CC(=O)Nc1ccc(NC(=S)NC(=O)c2ccc([N+](=O)[O-])cc2)cc1,-37,-0.4%
CCO[C@H]1OC(C(=O)NC2CC2)=C[C@@H](c2c[nH]c3ccccc23)[C@@H]1CCCO,9,-0.6%
CC1CN(C(=O)CCN2C(=O)c3ccccc3C2=O)CC(C)O1 (stereo unspecified),nt,-4.4%
Cc1ccccc1Nc1nc(N)nc(CSCC(=O)Nc2cccc(Br)c2)n1,-6,-2.4%
N#Cc1c(-c2cccs2)cc(-c2ccccn2)nc1N,12,-0.1%
Cn1nc(C(F)(F)F)c(-c2ccc(Br)cc2)c1NC(=O)CSCC(=O)O,7,0.1%
